High-throughput results as filed in PubChem.
PKA-R2B act = activates the human PKA-R2B holoenzyme complex | P22694+P31323 | PKA-R2B holoenzyme dissociation, Cy5-IP20 fluorescence polarization; R2B truncated from residue 108, S112A mutant; 0% DMSO only, 100% 113 µM cGMP | activation, % at 11.4 µM | actives 0.079% (n = 340,000) | AID 504700;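 active = activation above a cutoff set at the mean over all compounds plus 3 SD, cut at about 18% in these data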;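 also: higher means more holoenzyme dissociation and a rise in polarization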
Mot1-301 SUMO = blocks SUMOylation pathway, rescuing yeast Mot1-301 growth. S. cerevisiae Mot1-301 growth rescue, ATP luminescence, 38.5C; percent above DMSO median, 100 means doubled. growth rescue, % at 18.8 µM. actives 1% (n = 320,000). AID 2716;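 active = every valid replicate shows activation above 250% relative to neutral control wells; inactive = the rest, any valid replicate at or below 250%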;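 also: OY570 slx delta 5 strain wells were the positive control but not used for scaling; some compounds called inactive have numbers as strong as hits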
dFosB act = enhances mouse delta FosB homodimer DNA binding; P13346; purified delta FosB, TAMRA-CDK5 oligo fluorescence polarization; percent of positive-control signal above neutral wells; activation, % at 25 µM; actives 0.99% (n = 340,000);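 active = mean activation above about 17%, with every replicate also reaching it, limit read from the data, passing the limit was not always enough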;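 also: fluorescence polarization rise as delta FosB binds a TAMRA Cdk5 AP-1 oligo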
Target sequence (P13346 whole entry, looked up): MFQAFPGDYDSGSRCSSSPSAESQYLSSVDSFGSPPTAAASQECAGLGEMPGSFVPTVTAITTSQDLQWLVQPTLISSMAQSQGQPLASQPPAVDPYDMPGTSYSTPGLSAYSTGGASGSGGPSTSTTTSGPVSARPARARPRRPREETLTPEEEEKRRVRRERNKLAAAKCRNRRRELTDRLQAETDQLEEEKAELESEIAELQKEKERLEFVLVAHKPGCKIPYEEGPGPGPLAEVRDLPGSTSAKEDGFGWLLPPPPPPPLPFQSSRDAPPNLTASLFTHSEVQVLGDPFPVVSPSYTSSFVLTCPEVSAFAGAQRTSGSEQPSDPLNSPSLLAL
DSG3 Ab inh = human desmoglein-3 autoantibody binding inhibition | P32926 | DSG3-coupled beads, scFv-anti-DSG3-GFP binding, flow cytometry; hits give low values | binding (percent of control), % at 10 µM | actives 0.48% (n = 310,000) | AID 588358;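 active = binding more than 3 SD below its plate's average and above zero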;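 also: hits lower antibody fragment binding to DSG3; some compounds called inactive have numbers as strong as hits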
PKA-R1A activ = activators of PKA-R1A complex; PKA-R1A dissociation, Cy5-IP20 fluorescence polarization; scaled: DMSO 0%, 113 µM cGMP 100%; actives 0.083% (n = 340,000); P00514+P68181; activation, % at 11.4 µM;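 active = percent activation above the mean of all tested compounds plus 3 SD, cut at about 19% in these data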;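 also: higher means more PKAc released from R1A so a rise in polarization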
MITF TRPM1 HTS = MITF TRPM1 promoter activation in melanoma cells; SK-MEL-5 TRPM1-promoter luciferase, 24 h; % of positive control, neutral wells = 0; activation, % at 12.5 µM; actives 0.75% (n = 300,000);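 active = mean activation of at least 80% with every replicate also reaching 80%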;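 also: 0% = neutral control wells and 100% = parthenolide positive control wells; values of inactives mirror those of a sister screen read the other way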
NSD2 inh = NSD2 (human) methyltransferase inhibition; O96028; NSD2 peptide methylation, AlphaScreen, 120 min; inhibition, % at 12.5 µM; actives 0.54% (n = 310,000); in the data active = inhibition above about 50%
Arrestin-AP2 inh = human beta-arrestin and AP2 interaction inhibition | FITC-arrestin peptide / GST-AP2 beads, flow cytometry; AP2 beta2 appendage carries R879A mutation | inhibition, % at 10 µM | actives 0.31% (n = 340,000) | AID 504490;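 active = inhibition above a set limit, near 3 SD of compounds lacking own fluorescence, cut at about 54% in these data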;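 also: plate controls were DMSO wells for no effect and 5 µM unlabelled arrestin peptide for full effect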
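System: GST-AP2 R879A glutathione beads; medium: PBS, Tween 20 0.05%, BSA 0.1%; reagent: fluorescein-tagged arrestin peptide at 50 nM final; schedule: pre-incubation 12 min, peptide binding 1 h, room temperature; detection: flow cytometry, FL1 (488/535 nm); read-out: inhibition as reduced fluorescein signal on beads, percent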
CDK5 inh = CDK5/p35 (human) kinase inhibition | inhibition, % at 10 µM | Recombinant CDK5/p35, ADP-Glo luminescence, 60 min | actives 0.01% (n = 330,000);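 active = highest replicate inhibition of at least 50% and at least 75% of replicates reaching 50%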;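 also: plate controls were DMSO neutral control for no effect and GW8510 at 10 µM for full effect; many of its hits are not listed in these tables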
SR-BI uptake up = activators of SR-BI mediated HDL lipid uptake | CHO ldlA[mSR-BI] cells, DiI-HDL uptake fluorescence, 3 h; 100 = double the neutral-control signal | activation, % at 12.5 µM | actives 0.096% (n = 320,000) | AID 504775;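 active = mean replicate activation of at least 60% and every replicate at or above 60%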;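 also: 0% = median plate neutral-control signal and 100% = twice that signal; values of inactives mirror those of a sister screen read the other way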
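System: CHO ldlA[mSR-BI] cells / Medium: HEPES-buffered (25 mM, pH 7.4) F12 plus 0.5% BSA / Probe or stimulus: labelled HDL, 10 µg/mL / Doses: single compound concentration, delivered by pin transfer / Schedule: 3 h, 37 °C / Measured by: DiI fluorescence, bottom read / Measure: cell-associated DiI fluorescence as measure of HDL uptake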
SR-BI HDL uptake = mouse SR-BI HDL lipid transfer inhibition. ldlA[mSR-BI] CHO cells, DiI-HDL uptake fluorescence, 3 h. inhibition, % at 12.5 µM. actives 0.96% (n = 320,000). AID 488896;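 active = mean replicate inhibition of at least 70% and a set share of replicates each scoring 70 or more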;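 also: 0% = median of neutral control wells and 100% = median of positive control wells; values of inactives mirror those of a sister screen read the other way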
Target sequence (Q61009 whole entry, looked up): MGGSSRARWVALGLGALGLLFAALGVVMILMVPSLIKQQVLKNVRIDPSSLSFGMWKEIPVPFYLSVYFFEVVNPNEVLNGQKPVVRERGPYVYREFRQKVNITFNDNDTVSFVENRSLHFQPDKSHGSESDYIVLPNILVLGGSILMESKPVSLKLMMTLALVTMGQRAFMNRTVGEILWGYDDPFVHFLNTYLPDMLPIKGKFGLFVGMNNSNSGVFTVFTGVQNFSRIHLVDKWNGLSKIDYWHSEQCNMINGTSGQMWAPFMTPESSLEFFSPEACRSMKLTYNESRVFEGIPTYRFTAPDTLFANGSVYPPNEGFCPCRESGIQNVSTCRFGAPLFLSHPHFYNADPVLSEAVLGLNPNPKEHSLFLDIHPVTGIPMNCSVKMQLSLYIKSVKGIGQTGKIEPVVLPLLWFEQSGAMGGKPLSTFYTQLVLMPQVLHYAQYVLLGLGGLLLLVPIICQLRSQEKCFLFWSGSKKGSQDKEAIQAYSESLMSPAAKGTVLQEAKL
An asterisk follows results filed as active; / = no result given. Outcome played no part in choosing rows; 4.7% or so of the library scored in one or more.

| Arrestin-AP2 inh | PKA-R2B act | SR-BI uptake up | DSG3 Ab inh | NSD2 inh | SR-BI HDL uptake | dFosB act | CDK5 inh | Mot1-301 SUMO | PKA-R1A activ | MITF TRPM1 HTS | Structure |
| --- | --- | --- | --- | --- | --- | --- | --- | --- | --- | --- | --- |
| -1 | 3 | 7 | 112 | 1 | -7 | -1 | 1.5 | 2 | 4 | 7 | CC(c1ccccc1)n1c(-c2ccccc2F)n[nH]c1=S (configuration not stated) |
| 16 | 7 | 25 | 104 | / | -25 | -8 | 0.3 | -2 | -14 | 3 | C[C@H](CO)N1C[C@H](C)[C@@H](CN(C)CC2CCCCC2)Oc2c(NC(=O)C3CC3)cccc2C1=O |
| -7 | -6 | -10 | 96 | 1 | 10 | -13 | -2.3 | -3 | 8 | 8 | O=c1c2ccccc2ncn1CCCSc1ccc(Cl)cc1 |
| -10 | -7 | 12 | 100 | 0 | -12 | -8 | 0.2 | 2 | -4 | 1 | O=C(Cc1ccccc1)Nn1cnc2ccccc21 |
| -2 | -10 | -14 | 102 | -2 | 14 | 3 | 1.6 | -6 | 9 | -10 | COc1ccc(C(=O)Nn2cnnc2)cc1OC |
| -2 | -3 | / | / | 1 | / | -11 | -4.7 | 29 | 1 | / | Cc1cc(C)nc(-n2nc(C)cc2NC(=O)CNC2CCCCC2)n1 |
| -7 | -10 | -10 | / | 21 | 10 | 2 | 3.7 | -3 | -9 | 2 | CC(C)NS(=O)(=O)c1ccc(OCC(=O)N2CCCC2)cc1 |
| 9 | 5 | -53 | 106 | -1 | 53 | -11 | 3.1 | 23 | -2 | 9 | CCOc1ccc(/C=C2/Sc3ccc(C(=O)NCC4CCCO4)cc3N(C)C2=O)cc1OC (configuration not stated) |
| 3 | 7 | 1 | 90 | -3 | -1 | -9 | 0.7 | / | 15 | -26 | O=C(c1ccccc1)C(Nc1cccc([N+](=O)[O-])c1)c1ccccc1 (configuration not stated) |
| -5 | 0 | / | 93 | -2 | / | -5 | -1.1 | -2 | -7 | 10 | NC(=O)c1ccc(NC(=O)COC(=O)c2ccc3c(c2)OCCO3)cc1 |
| -6 | 0 | 20 | / | -2 | -20 | -4 | 0.5 | 10 | -6 | / | C[N+](C)(C)CCCN(Cc1ccc2c(c1)OCO2)C(=O)NC1CCCCC1 |
| -3 | -6 | -23 | 118 | / | 23 | 1 | 0.8 | / | -5 | -10 | COc1ccc(-n2cnc(=S)[nH]c2=S)cc1 |
| -5 | 7 | / | 100 | 0 | / | 1 | -0.3 | / | -14 | 1 | CCCn1cc(CN2CCC(N3CCC(C(=O)N4CCOCC4)CC3)CC2)c(C)n1 |
| 3 | -5 | -13 | 108 | 6 | 13 | 0 | 0.7 | 50 | 9 | -6 | Cc1nn(S(=O)(=O)c2cccs2)c(C)c1Sc1ccc([N+](=O)[O-])cc1 |
| 11 | 2 | -37 | 130 | / | 37 | 35* | 0.5 | 9 | -18 | -76 | CC(=O)Nc1sc2c(c1-c1nc3ccccc3s1)CCN(C(C)C)C2 |
| 5 | -1 | -8 | 103 | / | 8 | -6 | 0.6 | 36 | -12 | 3 | CCOC(=O)[C@@H]1[C@H]2COc3ccccc3[C@H]2N2C(=O)N(c3cccc(Cl)c3)C(=O)[C@]12C |
| 3 | -4 | -12 | 106 | 2 | 12 | -3 | -0.6 | 9 | 12 | -1 | Cc1cccc(N2CCN(S(=O)(=O)c3c(C)[nH]c(C)c3C(=O)N3CCCC3)CC2)c1C |
| 1 | -1 | 13 | 93 | -2 | -13 | -6 | -1.3 | -7 | 2 | -2 | Cc1ccc(NC2=NC(c3ccc(O)cc3)n3c(nc(C)cc3=O)N2)cc1 (configuration not stated) |
| 5 | 2 | 0 | 101 | 22 | 0 | -5 | -0.3 | -11 | -1 | 5 | CSc1ccc(CNc2cccc3ccccc23)cc1 |
| -8 | 7 | 9 | 74 | 2 | -9 | -2 | 0.9 | -12 | -19 | -2 | S=C(NCCCn1ccnc1)Nc1ccc(Cl)cc1Cl |
| 12 | -7 | 17 | 107 | -2 | -17 | -11 | -0.2 | -12 | -7 | -1 | CC(C)OCCCn1c(=NC(=O)c2ccncc2)c(C#N)cc2c(=O)n3ccccc3nc21 |
| 0 | 5 | 11 | 102 | / | -11 | -3 | 0.3 | 265 | -4 | 2 | C[C@@H](NC(=O)C1(c2ccccc2)CCN(C(=O)OC(C)(C)C)CC1)C(=O)N[C@@H](Cc1ccccc1)C(=O)O |
| -4 | 5 | 14 | 98 | / | -14 | -5 | 0.1 | / | -3 | 0 | C=CC[C@@H](CC(=O)NCCO)C(=O)N[C@@H](C)COC(=O)[C@H](CC=C)CC(=O)OC(C)(C)C |
| 11 | 12 | 6 | 99 | 2 | -6 | -6 | -2.5 | -6 | 3 | -10 | COc1cc(OC)c(-c2nc3c[n+](CC(=O)c4ccccc4)ccc3n2C)cc1OC |
| -7 | -5 | -5 | 105 | -2 | 5 | -3 | -0.5 | -7 | -4 | 2 | O=C(CN1c2cccc3cccc(c23)S1(=O)=O)Nc1ccc(S(=O)(=O)N2CCOCC2)cc1 |
| -9 | -18 | -10 | 112 | 2 | 10 | -5 | -0.1 | 3 | 1 | -8 | O=C(c1ccccc1)c1ccc(C(=O)N2CCN(c3ccccc3)CC2)cc1 |
| -15 | -2 | 6 | 107 | 1 | -6 | -8 | 0.7 | 3 | 10 | -3 | COc1ccc(Cc2nnc(SCC(=O)N(c3ccccc3)C(C)C)n(N)c2=O)cc1 |
| -1 | -5 | -31 | 105 | / | 31 | 4 | 1.7 | -11 | -10 | 15 | O=C1C=C(/C=C/C2C=CC=CC2)C[C@@H](c2ccc(Cl)cc2)C1 (some centres not stated) |
| 12 | -12 | 7 | 115 | 3 | -7 | -11 | 1.3 | -21 | -6 | / | Cc1nc2oc3ccccc3c(=O)c2c(=O)n1Cc1ccccc1 |
| 6 | -5 | -35 | 101 | -1 | 35 | -4 | 0.7 | -12 | -1 | -9 | CCOC(CNC(=O)c1ccc2c(c1)nc(C)n2-c1cccc(F)c1)OCC |
| 0 | 9 | 24 | 104 | / | -24 | -5 | 1.8 | 4 | -16 | 9 | CNC(=O)c1ccc(-n2cccn2)nc1 |
| -1 | 4 | 7 | 97 | / | -7 | -6 | -1.5 | 194 | 2 | 0 | CC(=O)Nc1ccc(S(=O)(=O)N(C)CC(=O)OCC(=O)NC(C)C23CC4CC(CC(C4)C2)C3)cc1 (configuration not stated) |
| 5 | -2 | / | / | -4 | / | -10 | 1.2 | 8 | -3 | / | CCOC(=O)/C=C(C)\C=C\c1c[nH]c2ccccc12 |
| 13 | -1 | -14 | / | 3 | 14 | 1 | -0.5 | 12 | 0 | -4 | CCN(CC)S(=O)(=O)c1ccc(N2CCOCC2)c(NC(=O)COc2ccc(OC)cc2)c1 |
| 14 | -12 | -1 | 99 | -1 | 1 | -14 | -1.0 | -3 | -6 | -4 | COc1ccc(CCNC(=O)CN(c2ccccc2OC)S(=O)(=O)c2ccc(C)cc2)cc1 |
| 4 | -8 | -6 | 88 | -1 | 6 | -6 | 0.2 | 110 | -3 | -5 | COc1ccc2c(CC(=O)NC(Cc3ccc(Cl)cc3)C(=O)O)cc(=O)oc2c1C (configuration not stated) |
| 7 | 5 | 8 | 95 | 1 | -8 | -7 | -1.5 | 0 | 10 | / | O=C(O)c1cnn2c(C(F)(F)F)cc(-c3ccco3)nc12 |
| 26 | -1 | 39 | 109 | / | -39 | -8 | -1.1 | 6 | 9 | 8 | CN(C1CCCCC1)S(=O)(=O)c1ccc2c(c1)c(=O)c(C(=O)NCCCN1CCCC1)cn2C |
| -4 | 10 | 15 | 87 | 47 | -15 | -5 | -0.3 | -5 | -6 | -10 | CCCN(CCC)CC(O)COc1ccc([N+](=O)[O-])cc1 (configuration not stated) |
| 19 | -5 | 7 | 104 | / | -7 | 1 | -0.3 | -16 | 5 | -7 | CCOC(=O)[C@@H]1[C@H]2COc3ccc(Br)cc3[C@H]2N2C(=O)N(c3ccc(C)cc3)C(=O)[C@]12C |
| -1 | -13 | -86 | 96 | 1 | 86* | 4 | 0.5 | -14 | -3 | 3 | COc1ccc2ccccc2c1/C=N/NC(=O)c1cccc([N+](=O)[O-])c1 |
| 6 | -4 | -25 | 98 | -6 | 25 | -23 | 1.1 | 34 | 8 | -9 | COc1ccc(CC(=O)Nc2ccc(-c3ccc4nnc(C)n4n3)cc2)cc1OC |
| -1 | -10 | -9 | 102 | -1 | 9 | -8 | 0.7 | -1 | 0 | -4 | N#CCOc1nc(N2CCCCC2)nc(N2CCCCC2)n1 |
| 6 | 5 | / | 101 | / | / | -22 | 0.7 | -9 | 9 | 0 | COc1ccc(OC)c(-n2c(SCC(=O)Nc3cccc(S(N)(=O)=O)c3)nc3ccccc3c2=O)c1 |
| 34 | 1 | 5 | 105 | 5 | -5 | -5 | 0.5 | -9 | -3 | 3 | O=C(O)/C(=C\c1ccccc1OC(F)F)Sc1nnc(-c2ccc(F)cc2)o1 |
| 2 | -6 | / | / | 3 | / | 15 | -0.4 | 20 | 7 | 8 | Cc1cccn2c(=O)c3cc(C(=O)NCCN4CCOCC4)c(=N)n(CCCN4CCOCC4)c3nc12 |
| 40 | -5 | -30 | 76 | 8 | 30 | 2 | 1.6 | -12 | -10 | -15 | COc1cc(C2Nc3cccc4cccc(c34)N2)cc(OC)c1OC(C)=O |
| 6 | -4 | -21 | 105 | / | 21 | -5 | 0.8 | 253 | 2 | -6 | C/C=C(\C)C(=O)Nc1cccc(C2=NOC3(C2)C[C@H](C(N)=O)N(C(=O)c2cc([N+](=O)[O-])cc([N+](=O)[O-])c2)C3)c1 (some centres not stated) |
| -9 | 1 | 30 | 118 | -3 | -30 | -2 | 0.5 | -14 | 8 | 8 | COC(=O)c1ccccc1NS(=O)(=O)c1ccc(Cl)nc1 |
| 4 | 2 | 36 | / | -3 | -36 | -9 | 0.2 | -20 | 4 | -5 | Cc1ccc(-n2c(SCC(=O)N3CCCCC3)nc(O)cc2=O)cc1 |
| -1 | -5 | 5 | 101 | -1 | -5 | -10 | -4.5 | -8 | -22 | -2 | CCc1ccc(NS(=O)(=O)c2ccc3oc(=O)ccc3c2)cc1 |
